# HTRA1 inh: blocks human HTRA1 serine peptidase. inhibition, % at 5.96 µM. Q92743. recombinant HTRA1, FP-rhodamine activity-based probe, fluorescence polarization. 340,000 tested, 0.5% active; in the data active = inhibition above about 36%;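 also: 0% = enzyme with DMSO and 100% = wells lacking enzyme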
# Target sequence (Q92743 whole entry, looked up): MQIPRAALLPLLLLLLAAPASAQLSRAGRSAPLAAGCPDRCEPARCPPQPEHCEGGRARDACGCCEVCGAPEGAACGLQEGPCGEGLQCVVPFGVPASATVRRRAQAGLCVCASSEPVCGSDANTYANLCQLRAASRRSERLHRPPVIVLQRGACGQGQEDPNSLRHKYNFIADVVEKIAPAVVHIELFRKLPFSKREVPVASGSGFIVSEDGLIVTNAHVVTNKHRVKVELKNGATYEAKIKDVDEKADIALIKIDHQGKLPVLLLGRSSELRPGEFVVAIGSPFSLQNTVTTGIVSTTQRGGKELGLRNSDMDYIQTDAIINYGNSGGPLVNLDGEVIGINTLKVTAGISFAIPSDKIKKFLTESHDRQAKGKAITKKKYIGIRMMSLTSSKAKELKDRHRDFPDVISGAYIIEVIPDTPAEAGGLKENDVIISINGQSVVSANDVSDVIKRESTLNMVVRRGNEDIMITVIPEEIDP
# rCAG binder: molecules binding r(CAG) RNA repeats. AID 651821. r(CAG) RNA repeat, TO-PRO-1 dye displacement fluorescence. 370,000 tested, 1.3% active. inhibition, % at 3 µM;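 active = inhibition above the plate cutoff, the mean of all test compounds on that plate plus 3 SD, cut at about 35% in these data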;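 also: 0% = DMSO alone and 100% = 100 µM mitoxantrone as full dye displacement; higher means more dye released from RNA so lower well fluorescence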
# PG9 binder: binds the HIV-1 gp120 antibody PG9. inhibition, % at 6.7 µM. AID 624416. TR-FRET gp120-PG9 antibody binding. 360,000 tested, 0.43% active; in the data active = inhibition above about 8.5%
# NPR1 activator: GC-A (human) enzyme activation. 370,000 tested, 0.14% active. activation, % at 10 µM. AID 1671463. HEK293 GC-A cells, cGMP TR-FRET, EC30 ANP; 0% at EC30 ANP, 100% saturating ANP; in the data active = activation above about 40%
# ARFGAP1 inh: inhibitors of rat ARFGAP1 | Q62848 | Arfgap1-stimulated ARF1 GTP hydrolysis, GDP FP detection | inhibition, % at 16.5 µM | 360,000 tested, 0.26% active | AID 651572;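 active = inhibition above a per-plate limit, mean inhibition of low control wells plus 3 SD, cut at about 25% in these data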;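 also: 0% = DMSO wells with enzyme and 100% = wells lacking Arfgap1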
# Target sequence (Q62848 1-136 limits assumed): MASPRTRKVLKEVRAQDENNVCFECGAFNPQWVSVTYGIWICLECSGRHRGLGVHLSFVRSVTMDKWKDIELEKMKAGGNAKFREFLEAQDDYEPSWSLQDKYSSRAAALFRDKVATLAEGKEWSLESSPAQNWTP
#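 System: truncated rat Arfgap1 GAP domain / Benchmarks: high control wells lacking Arfgap1, low control full reaction with DMSO / Times: compound-enzyme preincubation 20 min, reaction 120 min, detection 60 min, 25 °C / Repeats: one replicate per compound / Also added: human ARF1(Δ1-17)-GTP substrate / Measured by: Tracer-displacement fluorescence polarization with EDTA stop, 620/688 nm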
# ABHD4 inh: inhibits mouse alpha/beta hydrolase domain 4; Q8VD66; 370,000 tested, 0.54% active; inhibition, % at 8.92 µM; purified mABHD4, FP-Rh probe fluorescence polarization;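 active = inhibition exceeding the mean over every tested compound plus 3 SD, cut at about 30% in these data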;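 also: 0% = plate median of compound wells and 100% = S159A mutant with DMSO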
#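 system = mouse ABHD4 enzyme, wild type | medium = HEPES pH 7.0, NaCl, Pluronic buffer | also added = FP-Rh probe | incubation = Enzyme–compound pre-incubation 45 min, then probe 60 min, both 25 °C | technique = fluorescence polarization, excitation 525 nm, emission 598 nm, BODIPY TMR filters | controls = S159A mutant high control, sample median low control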
# SMARCA2 activ: increases SMARCA2 function in MMTV reporter cells | activation, % at 9.1 µM | MG213 cells, MMTV-luciferase reporter, dexamethasone, overnight | AID 652017 | 370,000 tested, 1% active; in the data active = activation above about 7.8%;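 also: 0% = vehicle wells and 100% = reference activator wells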
# Rev-erbA mod: modulates human Rev-erb alpha binding to DNA. P20393. Rev-erbα–FITC-DNA binding, fluorescence polarization, 90 min. activity, % at 10 µM. 370,000 tested, 0.79% active;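 active = activity above about 14%, limit read from the data; passing the limit was not always enough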;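 also: 0% = DMSO wells with 35 nM protein and 100% = DMSO wells with 750 nM protein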
# NPR2 activator: GC-B (human) receptor activation | P20594 | HEK293-GC-B cells, CNP EC30, cGMP TR-FRET; 0% at EC30 CNP, 100% saturating CNP | activation, % at 10 µM | 370,000 tested, 0.11% active | AID 1920062;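 active = activation at 10 µM reaching about 35% in either raw or pattern-adjusted values, limit read from the data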
# ASAP1 GAP inh: ASAP1 ArfGAP inhibition | ASAP1-stimulated ARF1 GTP hydrolysis, GDP FP detection | 360,000 tested, 0.19% active | Q9ULH1 | AID 624377 | inhibition, % at 16.5 µM; in the data active = inhibition above about 25%;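 also: 0% = vehicle with enzyme and substrate and 100% = no enzyme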
# Target sequence (Q9ULH1 325-724 limits assumed): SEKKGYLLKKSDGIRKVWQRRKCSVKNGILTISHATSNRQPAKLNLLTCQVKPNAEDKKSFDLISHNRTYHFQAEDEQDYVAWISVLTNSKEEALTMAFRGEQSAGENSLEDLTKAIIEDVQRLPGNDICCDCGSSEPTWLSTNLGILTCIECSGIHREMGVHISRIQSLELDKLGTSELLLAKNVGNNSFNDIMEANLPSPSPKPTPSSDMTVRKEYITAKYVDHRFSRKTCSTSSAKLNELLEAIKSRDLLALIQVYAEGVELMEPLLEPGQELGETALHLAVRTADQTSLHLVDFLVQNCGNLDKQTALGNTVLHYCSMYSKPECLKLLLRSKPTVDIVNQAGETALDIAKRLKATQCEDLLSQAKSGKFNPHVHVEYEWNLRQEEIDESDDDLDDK
# * = called active by the depositor; . = not tested or not shown.
SMILES,HTRA1 inh,rCAG binder,PG9 binder,NPR1 activator,ARFGAP1 inh,ABHD4 inh,SMARCA2 activ,Rev-erbA mod,NPR2 activator,ASAP1 GAP inh
C#CCOCCOCCOCCNc1nc(N2CCN(C(=O)[C@H](Cc3ccc(O)cc3)n3cc([C@@H](N)C(C)CC)nn3)CC2)nc(N2CCN(C(=O)[C@H](Cc3cc4ccccc4[nH]3)n3cc([C@@H](N)CC(C)C)nn3)CC2)n1 (some centres not stated),.,13,2.2,1,-3,18,-1,6,4,7
CN1CC=C(c2ccc(C(F)(F)F)cc2)N(c2ccc(Br)cc2)C1=O,.,0,.,-24,.,-4,2,-4,-22,.
O=C(CSCC(=O)Nc1nc(-c2ccc3c(c2)OCO3)cs1)Nc1nccs1,-16,10,-1.5,14,-4,2,2,-3,-2,9
Cc1ccc2oc(C(=O)NCc3ncc(C)[nH]3)c(C)c2c1,1,-2,-2.2,-3,3,-1,3,0,-2,0
CC(C)C(=O)Nc1cccc(C(=O)Nc2nncs2)c1,6,0,-0.6,1,-13,-1,-3,1,-2,5
CC1=C(C(=O)N2CCOCC2)CC(CC(=O)NC2CC2)C(=O)N1Cc1ccccc1 (configuration not stated),4,0,-1.2,-2,-7,5,-6,-1,2,2
OCC1CCCN(C(=S)Nc2ccc(OC(F)F)cc2)C1 (configuration not stated),1,1,-2.6,3,-2,-1,-1,9,13,-11
COC(=O)[C@]12CCCCC=C1N(Cc1cccc3ccccc13)C(=O)[C@H](CC(=O)N1CCC(c3ccccc3)CC1)C2,.,8,-2.2,-3,0,-6,-7,1,1,1
Cc1ccc(S(=O)(=O)N(C)C)cc1NC(=O)c1cc(=O)c2ccccc2o1,-3,5,1.1,1,0,3,0,-3,8,2
O=C(N[C@H]1C/C=C\C[C@@H](CC(=O)N(CCO)Cc2ccccc2)C(=O)N[C@H](Cc2c[nH]c3ccccc23)COC1=O)OCC1c2ccccc2-c2ccccc21,-16,14,-0.4,3,15,-15,0,0,-2,11
CCOC(=O)C1=C(CBr)NC(=O)NC1C (configuration not stated),3,0,-0.1,0,33*,-6,6,3,3,9
CCOCc1nc(N)nc(N)c1-c1cccc(Cl)c1,3,-1,0.3,-1,14,2,-2,0,2,21
O=C(Nc1ccc2nc(-c3cccnc3)[nH]c2c1)C1CCCCC1,-1,0,-0.1,12,5,-6,0,0,-9,-12
COc1cc2c(cc1OC)[C@@H](NC(=O)COc1ccccc1)[C@H](OCc1ccccc1)C2,-5,2,-2.8,-4,-4,-1,-4,10,7,-5
CCOC(=O)C1CCN(S(=O)(=O)c2cccc(-c3csc(C)n3)c2)CC1,-5,11,2.1,8,-1,-3,-1,2,-1,3
CCOc1ccc(C2CC(c3ccc(CC)cc3)n3nc(N)nc3N2)cc1 (configuration not stated),-12,-5,-1.8,11,-1,-10,-2,-6,3,9
CCCS(=O)(=O)Nc1cc(C(F)(F)F)ccc1OCCOC,-4,11,-1.0,3,4,0,-1,2,2,-4
Cc1oc2c(CN3CCOCC3)c(O)ccc2c(=O)c1-c1ccc(Cl)cc1,10,-7,1.0,-3,8,-5,-3,-3,4,-2
COc1ccc(C)cc1NC(=O)NCc1ccco1,3,1,0.3,2,-1,-1,5,2,3,-5
COc1ccc(CN2C[C@]3(CO)O[C@@H](CO)C[C@@H]3S2(=O)=O)cc1,3,2,-0.3,1,2,3,3,-2,1,3
CC(C)C(=O)Nc1nc2cc3c(cc2s1)OCCO3,0,1,0.9,3,3,1,-2,1,-3,22
O=C(Nc1cccc([N+](=O)[O-])c1)N1CCCCCC1,0,-3,-0.7,7,6,-4,-1,0,0,0
O=c1c2ccccc2oc2cc(NCCCN3CCOCC3)ccc12,-5,-6,2.4,5,8,5,6,-3,-4,-3
COc1ccc(C2(OC)Oc3cc(OC)ccc3C(=O)C2(O)OC)cc1 (configuration not stated),25,1,1.3,0,-5,7,-4,0,-1,-6
CC(C)Oc1nnnn1-c1ccccc1,1,-2,1.9,-9,7,-2,2,0,-4,-3
CCCN(Cc1ccccc1)C(=S)Nc1ccc(F)cc1,-5,2,0.0,0,8,3,-1,-1,-3,10
O=C(NCc1ccc(F)cc1)c1ccc2c(c1)S(=O)(=O)c1ccccc1C2=O,-9,2,0.4,1,0,4,0,-6,1,-6
CCOC(=O)c1ccc(NC(=O)NNC(=O)CCc2ccc(OC)cc2)cc1,0,-3,1.6,0,-8,0,-1,2,-3,-4
CCCC(=O)Nc1cc(OC)c(NC(=S)Nc2ccc(CC)cc2)cc1OC,2,-6,-0.3,1,-18,28,-2,4,3,-8
Cc1ccc(-c2noc(CN(C(=O)c3cccs3)C(C)C)n2)cc1,3,-7,-2.8,0,1,8,3,-5,-1,7
Cc1ccc(S(=O)(=O)NCC(C)NS(C)(=O)=O)cc1 (configuration not stated),2,0,-1.7,1,1,-1,-3,4,2,-9
CCOc1ccc(C(C(=O)NC2CCCC2)N(C(=O)CNC(=O)c2ccco2)c2cccnc2)cc1 (configuration not stated),3,0,0.5,2,1,-2,-1,-3,-1,1
O=C(NC1CCCCC1)C1CCN(S(=O)(=O)c2cccc3nonc23)CC1,3,2,-3.6,0,8,0,3,1,-1,8
COc1cccc(CNC(=O)CCC2CCCN(C(=O)CCn3cncn3)C2)c1 (configuration not stated),5,-2,0.4,-2,1,5,-1,-1,2,-5
O=C(CN(Cc1ccco1)C(=O)Cn1nnc(-c2cccs2)n1)NCc1ccccc1,-5,3,1.8,-2,4,-5,-1,7,-2,7
O=C(Cc1ccc(Br)cc1)NC1CCCc2ccccc21 (configuration not stated),-19,1,1.2,-4,4,-5,-2,-4,-6,1
CN(c1ccccc1)S(=O)(=O)c1ccc(C(=O)Nc2ccncc2)cc1,-15,0,0.5,0,15,-4,-2,-1,-2,0
COc1ccc(-c2cc(C(=O)Nc3ccc(S(=O)(=O)Nc4ncccn4)cc3)c3ccccc3n2)cc1,-31,58*,-0.6,-4,1,-4,1,0,-5,2
COC(=O)CSc1nnc(Cc2ccccc2)n1-c1ccc(C)cc1,-6,-5,1.1,-5,15,1,2,1,-16,10
COc1ccccc1NS(=O)(=O)c1ccc(NC(=O)c2nc3ncccn3n2)cc1,0,5,0.2,-4,-20,6,-3,5,-12,4

# Full records, looked up by structure.
# Results for O=c1c2ccccc2oc2cc(NCCCN3CCOCC3)ccc12 → HTRA1 inh: -5; rCAG binder: -6; PG9 binder: 2.4; NPR1 activator: 5; ARFGAP1 inh: 8; ABHD4 inh: 5; SMARCA2 activ: 6; Rev-erbA mod: -3; NPR2 activator: -4; ASAP1 GAP inh: -3
# Results for O=C(Nc1cccc([N+](=O)[O-])c1)N1CCCCCC1 → HTRA1 inh: 0; rCAG binder: -3; PG9 binder: -0.7; NPR1 activator: 7; ARFGAP1 inh: 6; ABHD4 inh: -4; SMARCA2 activ: -1; Rev-erbA mod: 0; NPR2 activator: 0; ASAP1 GAP inh: 0

# ARFGAP1 inh: entries above that show a hit
structure	HTRA1 inh	PG9 binder	NPR1 activator	ARFGAP1 inh	ABHD4 inh	SMARCA2 activ	Rev-erbA mod	NPR2 activator	ASAP1 GAP inh
CCOC(=O)C1=C(CBr)NC(=O)NC1C (configuration not stated)	3	-0.1	0	33*	-6	6	3	3	9

# Additional records
SMILES,HTRA1 inh,rCAG binder,PG9 binder,NPR1 activator,ARFGAP1 inh,ABHD4 inh,SMARCA2 activ,Rev-erbA mod,NPR2 activator,ASAP1 GAP inh
Cc1cc(C)nc(/N=C(\N)Nc2ccc(-c3ccccc3)cc2)n1,6,23,1.4,-8,5,2,-4,2,-3,-1
CC(=O)Oc1ccccc1-c1nc(C)nc(N(C)C(C)=O)n1,1,-1,-0.9,3,-8,0,1,2,-1,-7
COc1cccc(N2C(=O)C3C(C2=O)C3(c2ccccc2)c2ccccc2)c1 (configuration not stated),-7,-2,-1.1,-5,15,2,5,0,2,10
COc1cccc(/C=N/NC(=O)c2ccc3nc[nH]c3c2)c1O,11,3,0.3,-1,8,7,-6,1,4,-8
Cc1cc(NC(=O)C2CCN(S(=O)(=O)c3cccs3)CC2)no1,-6,-3,0.0,4,0,3,-3,-2,5,-7
O=C(COc1ccccc1F)Nc1ccc(N2CCOCC2)cc1N1CCOCC1,-1,-9,1.7,3,-6,0,-3,-4,2,-1
CC1=C(C(=O)N2CCOCC2)C(c2ccc(-c3ccccc3)cc2)NC(=S)N1 (configuration not stated),-2,-3,0.4,79*,-8,1,6,3,70*,5
COc1ccc(N2CCN(C(=O)CSc3nnc(CNc4ccccc4)o3)CC2)cc1,-4,2,-0.5,-4,-2,4,-2,-1,-1,-2
O=C(COc1cccc2cccnc12)N1CCc2ccccc2C1,7,-7,-0.6,-4,-1,5,5,-7,1,6
N#Cc1ccc(NCCCN2CCC(C(O)(c3ccccc3)c3ccccc3)CC2)cc1,.,-1,.,-25,.,3,2,3,-12,.
Cc1cnc(C(=O)Nc2ccc(F)cc2)cn1,0,2,0.7,2,-2,-6,2,-7,3,-8
Cc1ccc(Cl)cc1NS(=O)(=O)c1ccc2oc(=O)ccc2c1,10,6,1.6,-6,11,-5,0,9,4,3
O=C(Cc1ccc(S(=O)(=O)N2CCOCC2)s1)NCC(=O)Nc1ccccc1Br,-5,8,-0.3,-2,8,-6,-4,-13,-1,1
Clc1cccc(NCc2cn3cccnc3n2)c1,13,1,-1.9,-1,-13,3,4,-3,3,-16
COc1ccc(NC(=O)Nc2nnc(C(C)C)s2)cc1,-4,27,-0.3,3,7,1,4,-1,2,-4
COc1ccc(/C=N/Nc2nccnc2Cl)c(OC)c1,-2,-3,-3.0,-9,4,-2,5,-1,-7,-8
CC(=O)c1sc(Nc2nc3cc4c(cc3s2)OCO4)nc1C,2,1,-1.8,-2,-1,4,6,-27,2,-1
Cc1ccccc1NC(=S)N1CCC(NC(=O)c2ccco2)CC1,3,0,-1.6,2,-8,0,-2,5,1,18
Cc1cc(C)n(C(=O)CSc2nc3ccccc3o2)n1,4,3,-3.1,-5,0,0,4,-6,2,-6
NC(=O)C(c1ccc(Br)cc1)c1ccc(C(=O)c2ccccc2)cc1 (configuration not stated),-30,0,0.9,5,0,-6,-4,-6,7,16
Cc1ccc(S(=O)(=O)N2CCCCC2)cc1NC(=O)CNCc1ccco1,2,-5,1.1,-4,11,13,-3,-1,5,-6
Cc1cc(C)cc(-n2ccnc2SCC(=O)c2c(N)n(C3CC3)c(=O)[nH]c2=O)c1,3,-6,-0.8,1,-11,2,-2,-1,6,-5
COc1cccc(OC)c1C(=O)Nc1ccc(C(=O)c2ccncc2)cc1,8,-2,-2.2,4,12,0,0,7,-2,6
O=C(O)c1cccc2c(-c3ccccc3)c(-c3ccccc3)[nH]c12,-19,77*,-0.6,4,-1,16,-1,3,1,16
O=C(OCc1cccc2ccccc12)C1CC(=O)N(c2ccccc2)C1 (configuration not stated),-3,-3,-0.5,0,19,-1,-3,2,-6,-9
CCOC(=O)c1c(NC(=O)c2cc(-c3ccc(Cl)s3)nc3ccccc23)sc(C(N)=O)c1C,-7,4,0.4,0,7,8,-1,-7,2,12
Cc1nc(OCc2ccccc2)c2sc3nc4c(cc3c2n1)COC(C)(C)C4,-7,-2,2.2,7,-4,1,-4,4,2,3
CC1(C)CC(=O)C(C=NCCC2=CCCCC2)=C(O)C1,-2,-5,1.6,0,1,2,1,7,5,4

# Source: PubChem BioAssay (several laboratories)
